# TRHR enhancer – TRH receptor (human) allosteric enhancement. TRHR cells, fluo-8 calcium fluorescence, EC20 TRH enhancement. 360,000 tested, 0.66% active. enhancement, % at 2 µM. AID 493056; in the data active = enhancement above about 30%; note: 0% is about no effect
#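 TRHR-expressing cells loaded with fluo-8 calcium dye were read kinetically (ex 480/em 530) during compound addition, then stimulated with an EC20 of TRH (10 nM final). Enhancement of the Gq-mediated intracellular calcium response was scored.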
# D1 ag – agonists of human D1 dopamine receptor; P21728; HEK293 T-REx D1 cells, calcium flux, agonist mode; activation, % at 2 µM; 360,000 tested, 1% active; AID 504660; note: 0% is about no effect
#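 Agonism was scored from calcium flux recorded over 180 s (1 read/s) after pintool compound addition, following a 10-cycle baseline. Cells were inducible force-coupled HEK293 TREx D1, plated overnight at 30 C and loaded with no-wash calcium dye.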
# D1 antagonist – antagonists of human D1 dopamine receptor; HEK293 TREx D1 cells, calcium flux, dopamine EC80; stronger effect = lower value; 360,000 tested, 3.2% active; activity change, negative = inhibition, % at 10 µM; in the data active = activity change below about -30%; note: % is set by controls: 0 for no effect and ±100 for the full control effect
#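 HEK293 T-REx cells expressing inducible, force-coupled D1 receptor; no-wash Ca dye, 30–90 min RT. Cmpd → 180 s read at 1 Hz → EC80 DA → 180 s read.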
# D2 ag – agonists of human D2 dopamine receptor; P14416; HEK293 T-REx D2 cells, calcium flux agonist mode; activation, % at 2 µM; 340,000 tested, 0.53% active;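 active = activation over 3 SD above normal in the single-dose calcium agonist read, cut at about 30% in these data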; note: 0% is about no effect
#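 In this primary screen, compounds producing a positive calcium signal within 180 s of addition to tetracycline-induced, force-coupled HEK293 Trex D2 cells are flagged; cells are dye-loaded with a no-wash calcium kit beforehand.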
# D1 PAM – human D1 dopamine receptor positive modulation; P21728; HEK293 TREx D1 cells, calcium flux, dopamine EC20 potentiation; potentiation, % at 10 µM; 360,000 tested, 0.036% active; in the data active = potentiation above about 30%; note: 0% is about no effect
# D2 antag – antagonizes the human D2 dopamine receptor | P14416 | HEK293 TREx D2 cells, calcium flux, dopamine EC80 | inhibition, % at 10 µM | 340,000 tested, 2% active | AID 485344; in the data active = inhibition above about 30%; note: 0% is about no effect
#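 Measurement of antagonist activity uses fluorescent calcium dye in inducible HEK293 T-REx D2 cells: 10 s baseline, compound addition with 180 s read, EC80 dopamine addition with a further 180 s read.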
# RXFP1 antagonist – RXFP1 (human) relaxin receptor antagonism | 350,000 tested, 0.59% active | HEK293-RXFP1, relaxin-stimulated cAMP HTRF, 30 min; stronger effect = lower value | activity change, negative = inhibition, % at 57.5 µM;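 active = activity change of -60% or lower, but not beyond a set lower limit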; note: % is set by controls: 0 for no effect and ±100 for the full control effect
# Target sequence (Q9HBX9 whole entry, looked up): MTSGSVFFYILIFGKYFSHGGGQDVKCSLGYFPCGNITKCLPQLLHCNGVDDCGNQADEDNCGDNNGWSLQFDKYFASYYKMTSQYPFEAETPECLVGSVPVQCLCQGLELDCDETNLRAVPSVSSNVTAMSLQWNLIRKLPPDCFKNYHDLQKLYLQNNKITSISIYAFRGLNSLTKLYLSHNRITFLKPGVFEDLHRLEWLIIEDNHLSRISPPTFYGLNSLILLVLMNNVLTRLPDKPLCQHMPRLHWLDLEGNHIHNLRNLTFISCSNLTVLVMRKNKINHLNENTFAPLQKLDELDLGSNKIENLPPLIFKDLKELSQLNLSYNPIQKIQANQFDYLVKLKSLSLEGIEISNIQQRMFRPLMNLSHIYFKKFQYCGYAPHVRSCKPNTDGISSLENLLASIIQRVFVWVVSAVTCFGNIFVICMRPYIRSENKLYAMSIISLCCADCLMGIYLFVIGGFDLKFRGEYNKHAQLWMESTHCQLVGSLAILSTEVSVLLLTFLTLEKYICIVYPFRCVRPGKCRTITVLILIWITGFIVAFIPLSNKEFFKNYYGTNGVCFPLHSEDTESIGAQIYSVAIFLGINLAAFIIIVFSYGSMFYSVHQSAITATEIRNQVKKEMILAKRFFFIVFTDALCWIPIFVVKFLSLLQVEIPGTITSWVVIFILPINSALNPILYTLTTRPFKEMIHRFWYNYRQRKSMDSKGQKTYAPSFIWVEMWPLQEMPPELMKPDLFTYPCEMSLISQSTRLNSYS
# D2 PAM – positive allosteric modulators of human D2 dopamine receptor | P14416 | HEK293 T-REx D2, calcium flux, EC20 dopamine potentiation | potentiation, % at 10 µM | 340,000 tested, 0.34% active;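 active = potentiation over 3 SD above the plate norm, cut at about 30% in these data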; note: 0% is about no effect
#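 Primary screen. Calcium kinetics in induced HEK293 T-REx D2 cells: compound pre-addition 180 s, EC20 dopamine, 180 s more.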
# TRHR agonist – activates the human TRH receptor; 360,000 tested, 0.18% active; activation, % at 2 µM; TRHR cells, calcium flux fluo-8, FDSS agonist mode; AID 493084; note: 0% is about no effect
#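 TRHR-expressing cells loaded with fluo-8 calcium dye; 23 nL library compound pin-transferred, kinetic FDSS fluorescence (Ex 480/Em 530) recorded about 180 s for agonist-induced calcium release, before a 10 nM TRH EC20 addition for potentiator mode.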
# * = called active by the depositor; . = no result given. Cut-off read from the data, not from the text of the source, unless noted: active = activation above about 30%; inactive = the rest.
SMILES,TRHR enhancer,D1 ag,D1 antagonist,D2 ag,D1 PAM,D2 antag,RXFP1 antagonist,D2 PAM,TRHR agonist
O=C(COC(=O)Cc1ccccc1F)Nc1ccc(Cl)cn1,3,8,-22,-1.6,-10,-23,-5,22,-1.7
Cc1cc(C)c(/C=C2\C(=O)Nc3ccccc32)[nH]1,7,93*,-29,39*,-9,7,-2,-8,28
O=C(Cn1ncc2c3ccccc3n(Cc3cccc(Cl)c3)c2c1=O)NCCCc1ccccc1,1,11,-1,0.6,-2,.,0,.,4.4
Cc1ccc2cc(CCNS(=O)(=O)c3ccc(Cl)cc3)c(=O)[nH]c2c1C,-6,-2,-37*,1.6,-6,3,3,20,-0.3
CCCCCCN(C(=O)CCCCCN1C(=O)NC(c2ccc(-c3ccccc3)cc2)C(C(=O)OCc2ccccc2)=C1C)C(C(=O)NCCCC)C1CCCCC1 (centres undefined),8,6,-17,0.2,0,23,.,3,0.6
CCN(CC(=O)NCc1cccs1)C(=O)CCCOc1ccc(C(C)(C)C)cc1,5,4,-9,-0.4,-3,7,-8,-1,-2.2
Cc1ccc2c(c1)NC(=O)C(CC(=O)Nc1ccc(Br)c(C)c1)O2 (centres undefined),9,5,2,0.6,2,-1,4,6,0.9
CCOc1ccc(S(=O)(=O)c2cn(CC)c3ccc(F)cc3c2=O)cc1,7,-2,3,0.1,-1,.,0,-2,0.3
NCCCC[C@@H]1NC(=O)c2cc([N+](=O)[O-])cc(F)c2NCCCC[C@@H](C(N)=O)NC(=O)CNC1=O,-2,-1,31,0.8,-2,4,.,-1,0.2
CCN(CC)c1ccc(/C=N/NC(=O)Nc2nonc2N)cc1,-5,4,20,-0.1,-1,-14,16,14,-0.4
Cc1nc2ccccc2n1CC(O)COc1ccccc1Cl (centres undefined),-12,20,-46*,1.8,-8,12,4,-13,1.0
COC(=O)c1ccccc1NC(=O)Nc1cccs1,-6,2,1,-0.3,-4,38*,9,-7,0.1
CCOc1ccc(NC(=O)CCS(=O)(=O)c2ccc3c(c2)CCCN3C(C)=O)cc1,21,4,2,-0.8,-3,-3,-2,12,-0.8
CCN(CC)CCOC(=O)c1ccc(NC(=O)c2cc3cccc(OC)c3oc2=O)cc1,-5,2,5,0.0,0,.,8,-1,1.2
N#CC1=C(N)NC(SCc2ccccc2)=C(C#N)C12CCCCC2,-7,19,-36*,0.0,-1,2,3,17,-0.4

# The final three entries of the part before come first, to join the parts.
SMILES,TRHR enhancer,D1 ag,D1 antagonist,D2 ag,D1 PAM,D2 antag,RXFP1 antagonist,D2 PAM,TRHR agonist
CCOc1ccc(NC(=O)CCS(=O)(=O)c2ccc3c(c2)CCCN3C(C)=O)cc1,21,4,2,-0.8,-3,-3,-2,12,-0.8
CCN(CC)CCOC(=O)c1ccc(NC(=O)c2cc3cccc(OC)c3oc2=O)cc1,-5,2,5,0.0,0,.,8,-1,1.2
N#CC1=C(N)NC(SCc2ccccc2)=C(C#N)C12CCCCC2,-7,19,-36*,0.0,-1,2,3,17,-0.4
CCOC(=O)c1c(N2C(=O)Nc3ccccc3N2O)n[nH]c1-c1cccc(OC)c1,5,-3,-19,-1.5,-4,-10,4,-4,-0.6
CC(C)c1c(O)c2c(n(-c3ccccc3)c1=O)CCCC2,12,0,9,-1.1,-2,-15,-5,3,-1.9
Cc1noc(C)c1COc1ccccc1C(=O)NCc1ccco1,0,0,-4,0.0,-6,-8,3,1,-0.6
CCCCn1c(Oc2cccc(C(=O)OC)c2)nc2c1c(=O)n(C)c(=O)n2C,9,2,-5,-0.2,4,.,-6,8,0.0
CC(=O)c1cccc(NC(=O)CCc2nc3sc4c(c3c(=O)[nH]2)CCCC4)c1,1,2,3,.,-1,.,-7,.,0.1
Cc1ccc(S(=O)(=O)c2nc(-c3ccccc3)oc2NCCCN2CCOCC2)cc1,7,2,12,0.6,7,14,-2,-21,0.0
CCc1ccc(/C=N/NC(=O)c2cc(C3CC3)nc3ccccc23)s1,5,11,-2,-0.3,-3,-4,0,-19,1.2
COc1ccccc1C(CNC(=O)COc1ccccc1C)N1CCCC1 (centres undefined),3,1,2,0.9,-6,1,-1,-13,0.3
Nc1ccc2c(C(F)(F)F)cc(C(F)(F)F)nc2n1,-5,0,14,2.8,-4,-11,-4,0,-0.9
C=CCn1c(SCC(=O)NCC(=O)OCC)nnc1-c1cccc(OC)c1,2,2,-13,-1.1,-3,-5,-1,2,-1.1
COc1cc(C2NC(=O)C(C#N)=C(S)N2c2ccc(C)cc2)ccc1OC(C)C (centres undefined),-7,-2,.,.,-2,.,-12,.,-0.7
CN(CCc1ccccc1)C1CCCN(S(=O)(=O)CC(F)(F)F)C1 (centres undefined),3,-3,-11,2.9,-4,5,7,-8,0.3
COc1ccccc1N(CC(O)Cn1c(C)nc2ccccc21)S(=O)(=O)c1ccccc1 (centres undefined),-2,0,8,1.1,-5,-11,18,11,-0.2
O=C(c1cc(Sc2ccc(Cl)cc2)nc2ccccc12)N1CCN(c2ccccn2)CC1,-6,2,-3,0.4,-1,8,-23,0,0.6
Cc1cc2oc(=O)cc(CNc3ccccc3F)c2cc1O,-1,8,-27,-0.3,-11,0,-23,9,-0.5
Cc1ccccc1N1CC(C(=O)Nc2nnc(SCCN3CCOCC3)s2)CC1=O (centres undefined),10,1,5,1.0,1,-7,4,-1,0.0
COc1cccc(C(C(=O)NC(C)(C)C)N(CCc2ccccc2)C(=O)CCC(=O)Nc2cc(C)on2)c1OC (centres undefined),-2,3,4,-0.6,-10,28,-7,-5,-1.3
CC(=O)Nc1ccc(OC(=O)c2ccc(Br)c([N+](=O)[O-])c2)cc1,-1,9,-10,-0.2,-1,30*,-15,0,0.1
OC(COc1ccc2c(c1)OCO2)CN1CCN(c2ccc(F)cc2)CC1 (centres undefined),10,12,-28,30,-15,76*,-1,-34,-0.2
CSc1nc(-c2ccc(Cl)cc2)nn1C(=O)c1ccccc1,26,1,-13,0.1,5,1,-11,0,0.0
Cc1ccc(S(=O)(=O)NC(=O)NCc2ccc(Cl)cc2)cc1,-3,3,3,-0.5,-4,-5,0,-4,0.4
Cc1ccc(SCc2ccc(C(=O)NCc3ccncc3)cc2)cc1,13,0,14,-0.2,2,-19,-5,19,0.2
Cc1cc2c(cc1S(=O)(=O)CCC(=O)Nc1cccc(C(F)(F)F)c1)OCC(=O)N2,4,4,10,1.4,5,7,29,5,-0.1
CCC(=O)Nc1ccc(NC(=S)NC(=O)/C=C/c2ccccc2)cc1,-1,3,12,0.5,3,-13,-8,-11,-0.3
Cc1cc2c(c(SCC(=O)NCc3ccc(Cl)cc3)n1)C(=O)OC2,-5,2,-2,0.7,-1,2,-1,7,-0.7
O=C(COc1ccccc1F)Nc1ccc2nc(SCC(=O)N3CCc4ccccc43)sc2c1,2,5,3,2.4,-1,.,.,13,0.7
Cc1ccc(N(CC(=O)NCCc2ccccc2)C(=O)c2csnn2)cc1,4,0,-2,0.5,-2,8,2,13,0.5
O=C(c1ccc(-n2cccc2)cc1)N1CCOCC1,2,0,-5,0.2,-5,-20,2,-8,0.1
CCCCCn1c(=O)[nH]c2cc(C(=O)NCc3ccc(Cl)cc3)ccc2c1=O,-4,0,-3,0.2,1,.,.,18,0.1
CCOC(=O)c1c(S(=O)(=O)N2CCCC(C(=O)N(C)Cc3ccccc3)C2)c(C)n(C)c1C (centres undefined),4,-1,8,0.4,-3,.,-3,4,-0.5
CC1(C)CC(=O)C(C=NC2CC(C)(C)NC(C)(C)C2)=C(O)C1,5,2,-8,-0.6,-1,4,-1,0,-0.4
O=C(NN1CCOCC1)c1sc2cccc(F)c2c1Cl,-3,0,9,.,5,.,1,.,-1.2
O=C(Nc1ccc(F)cc1)NC1(C(=O)NCc2ccco2)CCCCC1,-10,1,2,0.5,5,1,4,0,-0.7
CC1=C(C#N)S(=O)(=O)C(C#N)C(c2ccccc2)C1 (centres undefined),-2,1,0,0.3,4,-8,-15,5,0.4
O=C(C1CCCN(S(=O)(=O)c2ccc(Br)s2)C1)N1CCCCCC1 (centres undefined),-3,2,2,-0.7,-6,0,-7,12,-0.1
O=C(O)CSCCc1ccccn1,-20,0,-82*,-1.4,-7,53*,2,-19,-0.4
O=C(CSc1nnc(-c2ccco2)n1Cc1ccccc1)NC(=O)NCc1ccco1,3,3,2,-1.1,-1,.,-3,1,-0.2
Cc1ccc(CNC(=O)Cn2ccc3cc(S(=O)(=O)N4CCCC4)ccc32)o1,2,1,-12,-0.3,-3,5,16,-4,-0.2
CC(C)(C)OC(=O)NCCC(=O)N/N=C/c1cccc2cccnc12,-7,3,-15,-1.0,1,4,10,6,0.2
CCCn1c(N)c(C(=O)CSc2nnc3ccccn23)c(=O)n(C)c1=O,6,1,1,0.2,-1,-28,-12,4,0.0
O=[N+]([O-])c1cc(S(=O)(=O)N2CCCC2)ccc1OCCOc1ccccc1,-6,35*,-11,1.8,.,-26,-5,-16,1.1
Cc1sc2nc(SCC(=O)NCc3cccs3)[nH]c(=O)c2c1C,5,1,19,-0.2,-8,0,-9,12,-0.5
CCN(CC)CCN(C(=O)c1ccc(C(C)=O)cc1)c1nc2ccc(Cl)cc2s1,4,13,-22,0.2,-4,9,2,-14,0.7
CC(=O)c1ccc(NC(=S)NC(NC(=O)c2ccco2)C(Cl)(Cl)Cl)cc1 (centres undefined),17,15,45,11,-10,-11,-16,23,2.5
CCCn1nc(C(=O)Nc2ccc(S(=O)(=O)Nc3ncccn3)cc2)c2ccccc2c1=O,2,1,-13,0.8,5,-21,-2,-1,0.4
O=C(Nc1ccc(N2CCOCC2)cc1N1CCOCC1)c1ccc([N+](=O)[O-])cc1Cl,2,6,32,-0.7,-5,8,-15,6,-0.1
O=C(O)CC(NC(=O)CCc1ccccc1)c1ccc(Cl)cc1 (centres undefined),2,3,-5,-0.3,-4,11,2,-3,0.5
CCCCNS(=O)(=O)c1ccc(NC(=O)C2c3ccccc3Oc3ccccc32)cc1,-7,10,8,2.7,-2,-8,-11,-5,1.9

# 2 entries from above, with each value named:
CCCn1nc(C(=O)Nc2ccc(S(=O)(=O)Nc3ncccn3)cc2)c2ccccc2c1=O
  TRHR enhancer: 2
  D1 ag: 1
  D1 antagonist: -13
  D2 ag: 0.8
  D1 PAM: 5
  D2 antag: -21
  RXFP1 antagonist: -2
  D2 PAM: -1
  TRHR agonist: 0.4
Cc1ccc(S(=O)(=O)c2nc(-c3ccccc3)oc2NCCCN2CCOCC2)cc1
  TRHR enhancer: 7
  D1 ag: 2
  D1 antagonist: 12
  D2 ag: 0.6
  D1 PAM: 7
  D2 antag: 14
  RXFP1 antagonist: -2
  D2 PAM: -21
  TRHR agonist: 0.0

# Some of the entries so far, with two lines to a compound:
# Results follow in this order: TRHR enhancer | D1 ag | D1 antagonist | D2 ag | D1 PAM | D2 antag | RXFP1 antagonist | D2 PAM | TRHR agonist
CCCn1c(N)c(C(=O)CSc2nnc3ccccn23)c(=O)n(C)c1=O
    6 | 1 | 1 | 0.2 | -1 | -28 | -12 | 4 | 0.0
O=C(O)CSCCc1ccccn1
    -20 | 0 | -82* | -1.4 | -7 | 53* | 2 | -19 | -0.4
